Platelet DG rel: inhibitors of platelet dense granule secretion, primary screen, cell-based, MLPCN, human platelets; 0.22% of 300,000 active; inhibition, %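 (compounds screened at 7.5 µM in platelet-rich plasma)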; human platelet-rich plasma, SFLLRN dense granule ATP release, luminescence;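 active = mean replicate score, as percent of positive control, at or above 50; inconclusive = mean below 50 but at least one replicate at or above 50; inactive = mean and every replicate below 50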
HSP90 inh: HSP90 inhibitors, primary screen, cell lysate, luminescence; inhibition, % at 5.6 µM; AID 1789, 2009; 0.91% of 290,000 active; Rabbit reticulocyte lysate, luciferase refolding luminescence, 3 h;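 active = inhibition above the screen-wide mean plus 3 SD, computed separately per campaign, cut at about 16% in these data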;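 note: 0% = DMSO wells and 100% = 60 µM geldanamycin wells; inhibitors lower the luminescence because luciferase stays unfolded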
HDAC3 inhib: HDAC3 deacetylase inhibitors, primary screen, biochemical, fluorescence, cell-free homogeneous. Histone deacetylase 3 (Homo sapiens), O15379. recombinant HDAC3, fluorogenic peptide/trypsin coupled. inhibition, % at 8.3 µM. 0.15% of 320,000 active; in the data active = inhibition above about 26%, passing the limit was not always enough; inconclusive = no clear call, values can overlap the other calls
Target sequence (O15379 whole entry, looked up): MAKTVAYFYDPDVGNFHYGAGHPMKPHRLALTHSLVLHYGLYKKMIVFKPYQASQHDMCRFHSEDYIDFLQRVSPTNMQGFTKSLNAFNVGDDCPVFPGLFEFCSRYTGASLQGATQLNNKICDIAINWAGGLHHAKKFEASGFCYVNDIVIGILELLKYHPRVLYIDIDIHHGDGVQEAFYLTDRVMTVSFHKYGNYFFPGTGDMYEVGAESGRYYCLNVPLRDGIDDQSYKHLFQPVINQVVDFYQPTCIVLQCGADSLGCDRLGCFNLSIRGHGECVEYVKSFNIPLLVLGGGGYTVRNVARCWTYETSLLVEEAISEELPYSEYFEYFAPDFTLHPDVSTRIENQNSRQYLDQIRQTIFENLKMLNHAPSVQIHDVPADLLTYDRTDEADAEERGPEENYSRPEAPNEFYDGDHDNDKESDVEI
HSF1 inhib: HSF1 inhibitors in luciferase reporter cells, primary screen, cell-based, NIH3T3, luminescence; NIH3T3-HGL HSE-luciferase, MG132-induced, luminescence 8 h; hits give low values; activity change, negative = inhibition, % at 7.5 µM (by protocol); 0.77% of 300,000 active; AID 2098, 2009;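 active = more than half of replicate wells show activity change below -50%, luminescence cut by over half; inconclusive = some wells, but at most half, below -50%; inactive = no replicate well below -50%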;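 note: luciferase reports HSF-1 transcriptional activity via heat shock element; 0% = median of DMSO wells and -100% = zero luminescence signal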
KLF5 inhibitor: KLF5 expression inhibitors, primary screen, DLD-1 cells, luminescence. DLD-1 KLF5 promoter-luciferase reporter. inhibition, % at 5 µM. 0.23% of 290,000 active. AID 1700, 2009;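 active = inhibition above a per-plate limit of that plate's mean compound inhibition plus 3 SD, cut at about 60% in these data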;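 note: 0% = DMSO wells and 100% = LY294002 at 200 µM; higher means less KLF5 promoter-driven luciferase light; inactives centre near -14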
HIF act: HIF pathway transcriptional activators, primary screen, cell-based, U2OS HRE-luciferase, luminescence; U2OS HRE-luciferase reporter; normalized: DMSO 0%, desferrioxamine 100%; activation, % at 7.5 µM (by protocol); 0.32% of 300,000 active; AID 1910, 2009;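 active = mean activation of at least 10% of the iron chelator positive control signal, with at least half of replicates also reaching 10%; inconclusive = mean and replicate majority disagree about reaching 10%; inactive = mean and most replicates under 10%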
IEC-6 cytotox: cytotoxicity in IEC-6 intestinal epithelial cells, primary screen, cytotoxicity control for KLF5 inhibitor project, cell-based, luminescence | inhibition, % at 5 µM | 0.78% of 290,000 active | IEC-6 cytotoxicity, luminescence viability; in the data active = inhibition above about 22%;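 note: 0% = plate median of test compound wells and 100% = cytotoxic reference compound wells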
aSyn UTR inh: MLPCN primary screen, SNCA 5' untranslated region | inhibition, % (tested at 7.5 µM) | alpha-synuclein 5'UTR reporter, inhibitor activity | 0.82% of 300,000 active; in the data active = inhibition above about 60%; inconclusive = no clear call, values can overlap the other calls;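 note: H4 neuroglioblastoma cells stably carrying SNCA 5'UTR luciferase fusion; 0% = DMSO wells and 100% = positive control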
HSF1 activator: HSF-1 activators, primary screen, NIH3T3-HGL cells, MG132 stress, luminescence, single point; NIH3T3-HGL HSF-1 luciferase reporter, 8 h; 100% = twice DMSO control signal; activation, % at 9 µM; 1.7% of 300,000 active;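 active = mean replicate activation of at least 50% with a set share of replicates each reaching 50%; inconclusive = only one of those two conditions met; inactive = mean below 50% and too few replicates reaching it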;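 note: 0% = median of the neutral control wells and 100% = twice that signal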
AI-2 QS mod: Vibrio harveyi AI-2 quorum sensing modulators, primary screen, JMH597 strain, luminescence/OD600 ratio; activity change, % at 7.5 µM; 0.4% of 300,000 active; Vibrio harveyi JMH597 AI-2 luminescence/OD600 ratio, 9 h; hits give low values; strain lacks LuxN and CqsS sensors; 0 = neutral-control median; in the data active = activity change below about -75%, passing the limit was not always enough; inconclusive = no clear call, values can overlap the other calls;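 note: luminescence divided by OD600 gain over 9 h not by final OD600 alone; inactives centre near 13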
Active calls of the source: *; ? = inconclusive; . = no result given.

SMILES	Platelet DG rel	HSP90 inh	HDAC3 inhib	HSF1 inhib	KLF5 inhibitor	HIF act	IEC-6 cytotox	aSyn UTR inh	HSF1 activator	AI-2 QS mod
O=C(CN1CCCCC1)Nc1scc2c1c(=O)oc1ccccc12	-2	0	3	14	-40	1.2	0	-134	11	21
O=C(N/N=C1/CCCc2ccccc21)C(c1ccccc1)c1ccccc1	-2	3	0	4	-15	0.1	1	-4	9	14
CCc1ccc(N2C(=O)CN(CC(=O)OC)C2=S)cc1	1	-3	-4	-4	-34	-0.1	1	3	-8	3
CCCn1c(=O)c2c(c3ccccc31)OC(C)C(=O)N2 (stereo unspecified)	-11	-4	9	-4	2	-0.5	0	33	-4	25
Cc1ccc(C(=O)N2Cc3ccccc3CC2C(=O)O)cc1 (stereo unspecified)	0	-3	0	-4	-16	-0.1	-9	12	8	18
FC(F)Sc1ccc(-n2cc(-c3ccc(Cl)cc3)[n+]3c2CCC3)cc1	38	-2	1	-4	6	-0.4	2	10	-14	41
Cc1ccc(C(=O)NC(=S)NCc2cccnc2)cc1	6	3	1	5	-27	0.5	3	-43	2	-1
Cc1ccc(S(=O)(=O)CCC(=O)Nc2nccs2)cc1	.	3	1	.	-28	.	-4	.	.	.
CCOc1ccc(N2C(=O)CC(Sc3n[nH]c(-c4ccccc4)n3)C2=O)cc1 (stereo unspecified)	4	4	-7	-1	-10	0.0	2	10	9	60
Cc1cc(C)nc(-n2nc(C)cc2Nc2ccccc2)n1	5	2	-2	-5	-32	-0.1	6	-10	3	26
c1csc(-c2nc(CN3CCSCC3)cs2)c1	16	27*	3	4	-53	0.5	0	33	35	13
O=C(CSc1nnc(-c2ccncc2)o1)Nc1ccccc1C(F)(F)F	-6	3	-1	-8	-10	-0.2	-3	1	3	2
COc1ccc(-c2noc(CCC(=O)NCc3cccnc3)n2)cc1	-2	4	-1	0	-13	-0.1	-2	3	0	19
Nc1nccc(/C=C/c2ccc(Cl)cc2)n1	20	-5	-8	15	-79	4.3	11	-112	23	23
CC(Cc1ccccc1)C(=O)NCc1ccccn1 (stereo unspecified)	7	5	-4	-9	-2	1.5	-6	13	3	4
COc1cccc(COC(=O)C2CC(=O)N(Cc3ccc(C)cc3)C2)c1OC (stereo unspecified)	-8	.	0	8	.	0.2	.	-1	2	16
CC1CN(C(=S)Nc2ccc(Br)cc2)CC(C)O1 (stereo unspecified)	-7	0	3	-5	-12	1.6	11	6	6	7
CC(C)(C)c1csc(NC(=O)c2c(F)c(F)c(F)c(F)c2F)n1	2	0	?	-3	-28	0.1	3	-23	10	12
CC1CN(C2CCN(S(=O)(=O)c3ccc(F)cc3)CC2)CC(C)O1 (stereo unspecified)	10	0	11	-8	-18	0.3	-8	0	-6	20
O=C1CCCc2nc(N3CCN(C(c4ccccc4)c4ccccc4)CC3)ncc21	-1	-1	4	-7	-29	-0.8	1	15	-9	37
COc1ccc(OC)c(CN2CCN(C(=O)CCNC(=O)c3ccc(Br)cc3)CC2)c1	-1	.	-6	4	.	-0.2	.	9	17	8
O=C1Nc2ccccc2OCc2c1cccc2[N+](=O)[O-]	-1	4	2	2	-18	-0.2	6	38	3	14
Cc1ccccc1S(=O)(=O)Nc1ncnc2scc(-c3ccccc3)c12	2	-2	4	2	1	-0.3	10	3	-8	39
CCN(CC)c1ncnc2ccc(Br)cc12	-3	0	9	-53*	-9	1.5	9	15	-58	-5
O=C1C(Cl)=C(N2CCOCC2)C(=O)N1c1cccc(Cl)c1	-5	-2	5	12	-14	-0.3	1	-14	39	87
CC(C)(C)NC(=O)CSc1nc(-c2ccccc2)c(-c2ccccc2)[nH]1	-1	1	-10	12	-16	0.1	-1	17	10	20
Cc1ccc(NC(=O)/C(=C\C=C\c2ccccc2)NC(=O)c2ccccc2)cc1	1	0	-8	9	-4	0.1	-2	11	7	9
CCc1ccc(NC(=O)Cn2c(=O)n(CCCC(=O)NCc3ccco3)c(=O)c3ccccc32)cc1	-2	-3	-1	2	-12	-1.1	-10	-6	9	13
CCOc1ccc(CC(=O)NCc2cn3c(C)csc3n2)cc1	4	1	.	-4	-14	-0.1	2	-22	3	32
COc1ccc(C(O)P(=O)(OCCC(C)C)c2ccc(N(C)C)cc2)cc1OC (stereo unspecified)	-36	1	0	-5	-18	-0.1	1	-2	3	17
CC(Oc1ccc(Cl)cc1)C(=O)Nc1ccc(S(=O)(=O)N2CCOCC2)cc1 (stereo unspecified)	11	-1	5	10	6	0.4	1	-4	39	.
CCOc1cccc(-c2cc(C(=O)N/N=C/c3ccc(OC)c(CN4CCOCC4)c3)c3ccccc3n2)c1	10	5	2	6	-11	-0.5	3	-21	3	6
C/C(N)=C(/C#N)C(=O)COC(=O)c1cc(-c2cccc3ccccc23)nc2ccccc12	0	4	-3	19	2	-0.7	-3	-5	0	23
Cc1cccc(NC(=O)CNC(=O)c2ccc3c(c2)OCO3)n1	23	.	4	-2	.	0.1	.	-8	0	22
CCC1(c2ccccc2)NC(=O)N(CC(=O)Nc2cc(S(=O)(=O)N3CCCCC3)ccc2N(C)C)C1=O (stereo unspecified)	0	.	5	11	.	0.4	.	12	18	0
Cc1csc(NC(=O)CSc2nc3ccccc3s2)n1	-3	0	1	-4	-6	0.5	4	-1	11	4
CCc1ccc(NC(=O)Cn2cnc3c(=O)n(C)c(=O)n(C)c32)cc1	7	3	-1	0	-31	-0.6	-5	3	-3	5
CCOC(=O)COc1c(OC)cc(Cl)cc1C1Nc2ccccc2C(=O)N1c1cccc(C)c1 (stereo unspecified)	6	2	-1	17	-39	0.2	0	-22	3	12
CCc1nnc(NC(=O)c2cc(-c3ccccc3)nn2-c2ccccc2)s1	-5	2	2	6	4	0.4	2	-165	-4	6
COc1ccccc1NC(=O)CCc1nc2sc3c(c2c(=O)[nH]1)CCCC3	-5	.	3	4	.	0.8	.	-6	6	11
COc1ccc(OC)c(CCNC(=O)CCn2ccc3cc(S(=O)(=O)N4CCCC4)ccc32)c1	3	-1	-4	-4	-9	-0.5	3	4	2	18
CC(C)=CCC/C(C)=C/CN(CC(C)O)CC(C)O (stereo unspecified)	1	-2	9	3	-25	-0.3	-2	4	-2	-7
CC(C(=O)O)N1C(=O)CSC1=S (stereo unspecified)	4	-2	-6	-14	-13	-0.5	-4	-4	-27	25
O=C1Nc2cc(C(=O)NCCCN3CCOCC3)ccc2S/C1=C/c1ccccc1F	6	2	5	-5	8	0.5	-5	-33	9	14
CCOc1ccc(S(=O)(=O)N2CCC(C(N)=O)CC2)c2ccccc12	0	5	1	-3	17	-0.6	0	8	-16	.
CC(C)CCn1c(COc2ccccc2)n[nH]c1=S	-8	-5	2	5	-11	-0.6	1	12	28	37
Cc1ccc(S(=O)(=O)NCCC(=O)OCC(=O)Nc2ccccc2Cl)cc1	-1	-1	-2	3	-14	-0.3	6	1	9	15
Cc1ccc(-c2c(C(=O)N/N=C/c3ccoc3)nnn2-c2nonc2N)cc1	11	-3	-2	-3	-6	-0.2	-4	8	4	16
O=C(N/N=C/c1cnc2ccccc2n1)c1cccc(F)c1	-23	-4	2	-7	-88	3.1	-2	-120	10	25
Cc1ccc(Cn2nnc3c(=O)n(CC(=O)NCC4CCCO4)cnc32)cc1 (stereo unspecified)	-18	2	0	1	-24	0.1	2	19	0	28
COC(=O)C1=C(N)Oc2cc(C)n(C)c(=O)c2C1c1ccc(Cl)c(Cl)c1 (stereo unspecified)	18	-5	7	3	-16	-0.4	5	-22	1	21
O=C(CC1SC(N2CCCC2)=NC1=O)Nc1ccc(C(=O)Nc2ncccc2O)cc1 (stereo unspecified)	27	.	94*	-9	.	20*	.	-266	-17	16
COc1ccc(C)cc1NC(=O)Nc1ccncc1	2	-3	-9	1	-26	0.0	1	1	-8	9
Cc1ccc(Cl)cc1-n1ncc2c(NNC(=O)c3ccco3)ncnc21	0	-8	-5	-4	-16	1.3	-1	-31	0	25
CCOc1ccc(C(=O)N2CCN(c3ccccn3)CC2)cc1OCC	-4	1	-10	-3	-34	0.2	4	12	-2	34
COc1ccc(CN=C2Nc3ccccc3CS2)cc1	0	13	8	-6	-116	1.0	14	-85	12	-51
O=C1c2cccnc2C(=O)N1Cc1ccc(F)cc1	-3	1	0	1	-30	0.3	1	12	7	26
CC(C)CNC(=O)c1ccccc1NC(=O)c1ccc(CN2CCOCC2)cc1	6	-3	7	-9	-21	-0.2	-5	29	-10	13
O=C(CCNC(=O)c1ccc(Br)cc1)Nc1ncccc1O	-9	-2	-9	2	-21	0.1	5	7	-7	13
CCOc1ccc(OCC(=O)Nc2c3c(nn2C(C)(C)C)CS(=O)(=O)C3)cc1	-10	4	0	0	-25	0.1	-3	0	6	28

Next part:
SMILES	Platelet DG rel	HSP90 inh	HDAC3 inhib	HSF1 inhib	KLF5 inhibitor	HIF act	IEC-6 cytotox	aSyn UTR inh	HSF1 activator	AI-2 QS mod
Cc1cccc2cc(CN(Cc3cccnc3)C(=O)c3ccccc3F)c(Cl)nc12	1	-3	2	18	-8	-0.1	-4	-4	18	1
CCOC(=O)C1CCN(C2=NC(=O)/C(=C/c3ccc(OC)c(OC)c3)S2)CC1	3	-1	7	12	-44	-0.6	-2	27	18	6
Cc1[nH]n(-c2ccccc2)c(=O)c1N=Nc1ccc(C(=O)O)cc1	-6	36*	5	-7	-40	0.1	5	-37	3	46
Cc1ccccc1NC(=O)COc1ccc2c(c1)OC(C)(C)CC2=O	1	7	-3	3	-54	1.5	-6	-88	3	12
Cc1cc(C)cc(C(=O)N2CCC(CCC(=O)NC3CC3)CC2)c1	0	-2	1	-7	-23	-0.1	-2	7	11	3
CC(C)(C)NC(=O)CSc1nnc(-c2ccncc2)o1	-1	1	-1	-11	-17	0.4	-2	-23	2	31
NS(=O)(=O)c1ccc(NC(=O)Nc2ccc3c(c2)OCO3)cc1	-5	-3	5	-5	-83	2.2	4	-118	3	-2
Cc1cc(NC(=O)c2cccnc2)ccc1NC(=O)c1ccco1	6	2	-1	-1	-12	-0.6	5	3	4	24
CC(CCc1ccccc1)NS(=O)(=O)c1ccccc1F (stereo unspecified)	-3	-5	4	1	10	-0.5	3	12	-6	11

In the list so far, these contain a COOH group.
SMILES	Platelet DG rel	HSP90 inh	HDAC3 inhib	HSF1 inhib	KLF5 inhibitor	HIF act	IEC-6 cytotox	aSyn UTR inh	HSF1 activator	AI-2 QS mod
Cc1ccc(C(=O)N2Cc3ccccc3CC2C(=O)O)cc1 (stereo unspecified)	0	-3	0	-4	-16	-0.1	-9	12	8	18
CC(C(=O)O)N1C(=O)CSC1=S (stereo unspecified)	4	-2	-6	-14	-13	-0.5	-4	-4	-27	25
Cc1[nH]n(-c2ccccc2)c(=O)c1N=Nc1ccc(C(=O)O)cc1	-6	36*	5	-7	-40	0.1	5	-37	3	46

High-throughput results from PubChem.
